# HEK293 viab = cell viability loss counter-screen. AID 1671193. Potency, µM (doses to about 57.1 µM), for the others: top-dose activity change, negative = cytotoxicity, most hits filed as cytotoxic. 150,000 tested, 0.12% active. HEK-293-SNCA-luc viability, GF-AFC fluorescence, 24 h;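 note: potency is the fitted concentration of half-maximal effect; 0% = DMSO-treated cells and -100% = medium-only wells without cells; nearly all actives have a fitted effect of over 30% in size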
#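 Cytotoxicity counterscreen: after 24 h compound treatment of genome-edited SNCA-luciferase HEK-293 cells, live-cell protease substrate GF-AFC read by fluorescence after 30 min; activity scaled between DMSO (0%) and medium-only (-100%), curves Hill-fitted.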
# HEK cytotox = HEK 293 cell cytotoxicity | HEK 293 viability, ATP luminescence (CellTiter-Glo), 48-72 h | Potency, µM (top dose mostly 115 µM), without a hit: at the top dose activity change, negative = cytotoxicity, usual class: inhibitors | 94,000 tested, 6.6% active; note: potency is the fitted concentration of half-maximal effect; nearly all actives have a fitted effect of over 60% in size
#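 Viability of HEK 293 cells, plated at 250 cells/well, was judged by cellular ATP after compound treatment for 48 or 72 hr. Luminescence was imaged 10 min after CellTiter-Glo addition at room temperature.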
# FLuc inh = inhibitors of firefly (Photinus pyralis) luciferase; P08659; Potency, µM (highest dose often 115 µM), without a hit: at the top dose activity change, negative = inhibition, hits mostly inhibitors; 76,000 tested, 2.5% active; purified P. pyralis luciferase, luminescence, biochemical; note: potency is the fitted concentration of half-maximal effect; nearly all actives have a fitted effect of over 65% in size
# Target sequence (P08659 whole entry, looked up): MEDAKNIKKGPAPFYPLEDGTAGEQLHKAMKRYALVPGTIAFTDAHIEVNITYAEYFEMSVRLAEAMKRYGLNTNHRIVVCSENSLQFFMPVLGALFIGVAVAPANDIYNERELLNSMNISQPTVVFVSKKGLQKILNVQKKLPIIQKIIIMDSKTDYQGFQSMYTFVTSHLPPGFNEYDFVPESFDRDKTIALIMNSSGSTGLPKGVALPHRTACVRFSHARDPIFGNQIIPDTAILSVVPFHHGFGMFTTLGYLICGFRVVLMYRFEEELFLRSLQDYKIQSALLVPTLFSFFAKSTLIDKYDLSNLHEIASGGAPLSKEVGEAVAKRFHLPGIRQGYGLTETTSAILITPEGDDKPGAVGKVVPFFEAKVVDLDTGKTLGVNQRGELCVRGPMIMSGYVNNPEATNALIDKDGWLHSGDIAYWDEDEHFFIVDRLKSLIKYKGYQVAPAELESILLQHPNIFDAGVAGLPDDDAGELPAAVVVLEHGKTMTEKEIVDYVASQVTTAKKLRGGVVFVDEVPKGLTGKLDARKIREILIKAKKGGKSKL
#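 Luminescence read by CCD imaging after purified firefly luciferase (10nM final) was added to substrate buffer holding 10uM D-luciferin and 10uM ATP, pH 7.5, pre-dosed with compound.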
# IP6K1 inhibitor = blocks human inositol hexakisphosphate kinase 1; IP6K1 kinase, ADP-Glo luminescence, 2 h; hits give low values; activity change, % (series mostly up to about 58 µM); 140,000 tested, 0.81% active; in the data active = activity change below about -25%
# Target sequence (Q92551 whole entry, looked up): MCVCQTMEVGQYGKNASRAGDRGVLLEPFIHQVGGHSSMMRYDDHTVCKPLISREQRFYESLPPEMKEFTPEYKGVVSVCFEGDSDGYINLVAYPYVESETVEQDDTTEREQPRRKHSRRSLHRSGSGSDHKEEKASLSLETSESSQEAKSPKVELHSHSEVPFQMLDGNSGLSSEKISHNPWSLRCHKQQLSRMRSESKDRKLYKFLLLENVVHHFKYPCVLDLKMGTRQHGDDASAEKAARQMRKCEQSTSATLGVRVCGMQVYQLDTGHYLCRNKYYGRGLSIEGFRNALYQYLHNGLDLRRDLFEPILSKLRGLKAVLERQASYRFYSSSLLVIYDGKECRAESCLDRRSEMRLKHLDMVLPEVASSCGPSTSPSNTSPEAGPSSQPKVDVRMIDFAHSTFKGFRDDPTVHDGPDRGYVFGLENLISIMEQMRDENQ
#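 ADP-Glo luminescence measures ADP made by human IP6K1 during a 2 h RT reaction with ATP/IP6 (mix at 1.3 mM/130 uM); top library doses 57.5 and 19.1 uM final.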
# SNCA expr inh = reduces expression of the alpha-synuclein gene; HEK-293 SNCA-luciferase knock-in, luminescence, 24 h; Potency, µM (top dose mostly 57.2 µM), for inactives: top-dose activity change, negative = inhibition, actives largely listed as inhibitors; 140,000 tested, 0.17% active; AID 1671194;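 note: potency is the fitted concentration of half-maximal effect; plate controls were DMSO cells for no effect and cell-free wells for full effect; nearly all actives have a fitted effect of over 45% in size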
# GPT2 inhibitor = inhibitors of human GPT2 alanine aminotransferase; Q8TD30; Recombinant GPT2, coupled pyruvate oxidase/HRP Amplex Red fluorescence; Potency, µM (highest dose often 57.7 µM), for the others: at the top dose activity change, negative = inhibition, usual class: inhibitors; 100,000 tested, 0.25% active; note: potency is the fitted concentration of half-maximal effect; nearly all actives have a fitted effect of over 60% in size; many of its hits are not listed in these tables
#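 Recombinant GPT2 (10ng/uL) with 250uM a-KG and 2mM L-alanine, 30 min at room temperature, in HEPES pH 7.5 buffer. Pyruvate detected by pyruvate oxidase/HRP/Amplex Red fluorescence after 30 min in the dark; AOA (50uM) as positive control.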
# 3T3 cytotox = kills NIH 3T3 cells; AID 1345082; Potency, µM (highest dose often 96.7 µM), for inactives: at the highest dose activity change, negative = cytotoxicity, hits mostly inhibitors; NIH 3T3 viability, CellTiter-Glo ATP luminescence, 48-72 h; 94,000 tested, 4.3% active; note: potency is the fitted concentration of half-maximal effect; nearly all actives have a fitted effect of over 55% in size
#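 Viability of NIH 3T3 cells after 48 or 72 hr compound treatment at 37 °C was assessed by CellTiter-Glo, with luminescence imaged following a 10 min room-temperature step.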
# Active calls of the source: *; i = inactive; u = inconclusive; x = no result given; & = joins results of further samples; [ ] = dose if it differs, or a comment. Unless noted, calls come from the whole dose curve; as a rule, active = well fitted curve in the direction sought with a large enough effect; inconclusive = small, poorly fitted or top-dose-only effect, or another doubt; inactive = no such curve, though single readings can be large; an effect the other way counts as inactive or inconclusive. Unless noted, % is set by controls: 0 for no effect and ±100 for the full control effect.
SMILES,HEK293 viab,HEK cytotox,FLuc inh,IP6K1 inhibitor,SNCA expr inh,GPT2 inhibitor,3T3 cytotox
COCCc1noc([C@@H]2CN(C3CCCC3)C[C@H]2CO)n1,-5%,i,-7%,5,26%,i,i
CCCN1CCC2(Cc3ccccc3CN([S+](=O)([O-])c3ccccc3)C2)C1 (configuration not stated),u,u,x,-11,-16%,i,u
COc1ccc(OCC(=O)OCc2cc(=O)n3nc(C4CC4)sc3n2)cc1,0%,x,x,7,-9%,x,x
COc1ccc(C(=O)N2C(C(=O)N3CCCC3)COC23CCN(C(=O)C2CCC2)CC3)cc1 (configuration not stated),3%,-17%,-4%,-2,0%,3%,-24%
COc1cc2c(cc1OC)C(C[C@H]1CN(C(=O)Nc3ccc(Cl)cc3)CC[C@H]1CC(=O)O)=NCC2,-2%,-6%,7%,13,12%,2%,-5%
Cc1cc(C)cc(NC(=O)C2CCN(S(=O)(=O)c3cn(C)cn3)CC2)c1,-9%,x,x,7,48%[activator],x,x
CCCCc1ccc(NC(=O)CN2C(=O)C(c3ccccc3)=NC23CCCC3)cc1,-11%[12.5 µM],u,-1%,35,-23%,i,u
O=C([C@@H]1C[C@@H](c2ccc(F)cc2)N(Cc2ccccc2)C1)N1CCN(c2ccccn2)CC1,-11%,u,-2%,11,-24%,-2%,u
CCOc1ccccc1NC(=O)CN1CCN(S(=O)(=O)c2ccc(Br)cc2)CC1,-5%,x,x,18,-7%,x,x
COc1ccc(CCNC(=O)C[C@@H]2c3nc(NC(=O)CC(C)(C)C)sc3C[C@@H]3[C@](C)(CO)[C@H](O)CC[C@]32C)cc1OC,2%,-10%,-3%,11,-8%,-12%,-23%
O=C1NCCCN1C1CCN(Cc2ccncc2)CC1,0%[87.6 µM],i,-3%[172 µM],17,-9%[87.6 µM],i,-5%[138 µM]
O=C(Cc1ccccc1)Nc1sc2c(c1C(=O)Nc1ccc(Br)cc1)CCCC2,1%,x,x,9,3%,x,x
COCCN1CCCCCC(O)c2cc(C(=O)N3CCN(c4ncccn4)CC3)ccc21 (configuration not stated),11%,-11%,-10%,3,20%,2%,-21%
O=[S+]([O-])(c1ccccc1)N1CC2(COCCN(Cc3cc(F)ccc3F)C2)C1,2%[87.6 µM],u,-16%[172 µM],9,u,-5%[88.5 µM],u
O=C1NCCC[C@@H]1NC(=O)[C@H]1CN(C(=O)c2cccc(F)c2)CCN1C(=O)c1cccs1,1%,i,-7%,-8,8%,2%,3%
COC(=O)c1ccc(C(=O)OC)c(NC(=O)c2ccc(-c3ccccc3)s2)c1,-9%,x,x,-8,u,x,x
COc1ccc(C(=O)N2CCN(c3cc(-c4cccs4)[nH]n3)CC2)cc1,10%,u,-4%,12,-14%,i,u
CSc1ccc(CCNC(=O)Cn2ncc3c(=O)oc4ccccc4c32)cc1,-2%,x,x,27,u,x,x
COC(=O)C1=C(C)N(C(C)C)C(=O)C1(NC(=O)c1ccc(C(C)(C)C)cc1)C(F)(F)F (configuration not stated),2%,x,x,20,69%[activator],x,x
CC1CCC(NC(=O)c2ccc3c(c2)N(Cc2cccc(Cl)c2)C(=O)c2ccccc2S3=O)CC1 (configuration not stated),11%,x,x,-1,56%[activator],x,x

# Filtered by structure: the compounds so far containing bromine (2)
SMILES,HEK293 viab,HEK cytotox,FLuc inh,IP6K1 inhibitor,SNCA expr inh,GPT2 inhibitor,3T3 cytotox
CCOc1ccccc1NC(=O)CN1CCN(S(=O)(=O)c2ccc(Br)cc2)CC1,-5%,x,x,18,-7%,x,x
O=C(Cc1ccccc1)Nc1sc2c(c1C(=O)Nc1ccc(Br)cc1)CCCC2,1%,x,x,9,3%,x,x

# (listing goes on)
SMILES,HEK293 viab,HEK cytotox,FLuc inh,IP6K1 inhibitor,SNCA expr inh,GPT2 inhibitor,3T3 cytotox
COc1ccc(-c2nc3n(n2)C(c2cccc(C)c2)C(C(N)=O)=C(C)N3)cc1OC (configuration not stated),-2%,x,x,4,2%,x,x
Fc1ccc(-c2ccc(CNCCSc3nnnn3-c3ccccc3)o2)cc1Cl,3%,x,x,-15,4%,x,x
O=[S+]([O-])(Nc1ccccc1)c1ccc2c(c1)OCCN(Cc1ccccc1F)C2,-18%[87.6 µM],u,1%[172 µM],-15,-20%[87.6 µM],1%[88.5 µM],u
CSCCNC(=O)[C@@H]1CCCN1c1nccc(Nc2ccccc2Cl)n1,4%[12.5 µM],u,x,0,-27%,u,u
CC(C)OCCCNC(=O)CSc1c2c(nc3ccc(Cl)cc13)CCCC2,u,x,x,3,u,x,x
Cn1ncc2c(C(=O)NCC(F)F)cc(-c3ccc(Cl)cc3Cl)nc21,-10%,3%,x,-3,-6%,-8%,u
CCOC(=O)C1CCN(c2c(C(=O)c3ccc(C)cc3)cnc3ccc(F)cc23)CC1,-5%,x,x,6,-7%,x,x
CC1CC(O)C2(OC1=O)OC1C(O)C3C4CCC5CC(OC6OC(CO)C(O)C(O)C6OC6OC(C)C(O)C(O)C6O)CCC5(C)C4CCC3(C)C1C2C (configuration not stated),-7%[23.9 µM],x,x,12,x,5%[17.1 µM],x
O=C(CS(=O)(=O)c1cccc2nsnc12)NCc1ccccc1Cl,-4%,x,x,3,9%,x,x
CCCc1ccc2oc(C(=O)N(C)CCC3CCCCO3)c(C)c2c1 (configuration not stated),-6%,u,u,-1,86%[activator],i,u
O=C(Nc1ccccc1)N1CCC2(CC1)CC(N1CCOCC1)CCO2 (configuration not stated),-2%,-12%,-7%,-12,-10%,i,-6%
CC1=C(c2ccc(C(C)C)cc2)S(=O)(=O)NC1=NCc1ccc(Cl)cc1,-8%,x,x,1,-24%,x,x
COc1ccc(CN[C@H](C)c2onc(-c3ccc(F)cc3)c2C(=O)O)cc1,2%[87.6 µM],-5%[172 µM],-5%[172 µM],9,44%[activator][87.6 µM],4%[88.5 µM],-5%[138 µM]
Cc1ccc(C2Cn3nnc(C(=O)N4CCC(C(=O)NCC5CC5)CC4)c3CO2)cc1 (configuration not stated),3%,-7%,25µM*,-13,38%[activator],3%,3%
Cc1ccccc1C(=O)N1CCC(C(=O)N2CCCC2c2nc3ccncc3[nH]2)CC1 (configuration not stated),1%,-18%,x,1,9%,3%,-13%
Cc1cccc(N2CCN(C3(c4ccccc4)C(=O)c4ccccc4C3=O)CC2)c1C,7%,x,x,0,13%,x,x
COc1ccc(OC)c(CN2CC[C@@H]3OCC(=O)N(Cc4c[nH]c5ccccc45)[C@H]3CC2)c1,-10%,u,-6%,2,-28%,i,u
O=C(NCc1nnc2n1C(C(=O)N1CCN(c3ncccn3)CC1)CC2)c1ccc(Cl)cc1Cl (configuration not stated),1%,i,x,13,-8%,i,-5%
O=C(CN1CCOCC1)N[C@@H]1CCOC[C@H]1Oc1ccc(C(=O)O)cc1,1%,1%,3%,-1,-5%,i,-18%
Cc1ccc2nc(C3CCN(Cc4cccc(-c5ccsc5)c4)CC3)[nH]c(=O)c2c1,3%&5%,u,-8%,-4&-6,21%&-16%,3%,-11%&-20%
O=C(c1nnn2c1COC(c1ccc(Cl)cc1)C2)N1CCN(C(=O)C2(c3ccccc3)CC2)CC1 (configuration not stated),-22%,22µM*,-1%,-8,u,-14%,28µM*
COc1ccc(CN2C[C@@H](CO)[C@H](c3ccncc3)C2)c(OC)c1,-13%,u,-2%,-7,-10%,-17%,-28%
CNC(=O)[C@@H]1CN(C(=O)c2cc(C)no2)C[C@H]1COC,3%,i,-7%,10,5%,i,4%
COc1ccc(NC(=O)c2cn3cc(-c4ccccc4)sc3n2)cc1,7%,u,x,0,32%[activator],2%,-29%
COc1ccc(NC(=O)N[C@H]2C[C@@H](C(=O)N[C@H](Cc3c[nH]c4ccccc34)C(N)=O)N(C(C)=O)C2)cc1,-2%,i,12%,-1,u,-21%,0%
Cc1ccc(F)cc1-c1ccc(COc2ccc3c(cnn3CCC(=O)O)c2)cc1,2%[87.6 µM],u,22µM*,-15,u,-4%[88.5 µM],u
CCn1ncc(NC(=O)Cn2ncc3cc(-c4ccc(F)cc4F)ccc32)n1,-16%,-64%,u,3,-2%,5%[11.5 µM],u
COc1ccc(CN2C[C@@H]3C[C@H]2C(=O)N(Cc2ccccn2)c2ccccc2O3)cc1,u,u,-3%[172 µM],6,-22%[87.6 µM],4%[88.5 µM],u
CN1CCC(N2CCN(C(=O)C3CCOCC3)CC2)C1=O (configuration not stated),4%,-11%,-7%,32,-6%,-9%,-10%
O=C(CSc1nc2ccccc2nc1Cc1ccc(Cl)cc1)N1CCN(c2ccccc2)CC1,-1%,x,x,-9,12%,x,x

# Next section, overlapping the part above by 4 compounds.
SMILES,HEK293 viab,HEK cytotox,FLuc inh,IP6K1 inhibitor,SNCA expr inh,GPT2 inhibitor,3T3 cytotox
CCn1ncc(NC(=O)Cn2ncc3cc(-c4ccc(F)cc4F)ccc32)n1,-16%,-64%,u,3,-2%,5%[11.5 µM],u
COc1ccc(CN2C[C@@H]3C[C@H]2C(=O)N(Cc2ccccn2)c2ccccc2O3)cc1,u,u,-3%[172 µM],6,-22%[87.6 µM],4%[88.5 µM],u
CN1CCC(N2CCN(C(=O)C3CCOCC3)CC2)C1=O (configuration not stated),4%,-11%,-7%,32,-6%,-9%,-10%
O=C(CSc1nc2ccccc2nc1Cc1ccc(Cl)cc1)N1CCN(c2ccccc2)CC1,-1%,x,x,-9,12%,x,x
C[C@@]12CC3(S(=O)(=O)O)OC(O1)[C@]1(COC(=O)c4ccccc4)[C@H]3C[C@]21O[C@@H]1O[C@H](CO)[C@@H](O)[C@H](O)[C@H]1O,3%[23.9 µM],x,x,5,x,i,x
Cc1ccc(C(=O)N2CCC3(CC2)C(=NC2CCCCC2)NC(=O)N3c2cccnc2)cc1,9%,i,x,2,-11%,2%,-22%
CCCCOc1ccc(CNC(=O)C2CCCN(c3nnc(-n4c(C)ccc4C)s3)C2)cc1 (configuration not stated),-1%,x,x,-11,u,x,x
Cc1cc(C)c(CN2CCC3(Cc4ccccc4CNC3=O)C2)c(C)c1 (configuration not stated),-19%,u,x,-12,-13%,4%,u
CCOC(=O)CCCOc1cccn2c(=O)c(-c3cc(C)n(-c4ccccc4)n3)c(C)nc12,10%,i,0%,-4,-8%,i,2%
Cn1nccc1C(=O)N1CCCC(Cc2noc(-c3ccccn3)n2)C1 (configuration not stated),-10%,-2%,-5%,10,-9%,i,-17%
COCCN1C[C@H]2CN(C)c3ccccc3[C@@H]2N(C(=O)CC2CCCC2)CCC1=O,-15%[23.9 µM],u,x,15,-14%[25.6 µM],i,u
CCOc1ccccc1CN1CCc2nc(N3CCN(C)CC3)ncc2C1,-10%,x,x,0,-13%,x,x
CNC(=O)[C@@H]1CN(C(=O)c2ccc3c(c2)OCO3)C[C@H]1c1n[nH]c(C)n1,3%,1%,3%,2,u,u,i
CCc1noc(-c2ccn3c(CNC(=O)Cc4ccc(C)cc4)nnc3c2)n1,2%,3%,19%,0,-4%,i,-2%
O=C(NCCCN1CCOCC1)C1CCc2ncc(-c3ccsc3)n2C1 (configuration not stated),5%,i,10%,-4,4%,i,1%
